# Screens from PubChem BioAssay.
# S2 tox: Viability Counterscreen for Primary qHTS for Inhibitors of ATXN expression; S2 cells (HEK-293 line with an ATXN2-luciferase reporter) viability, CellTiter-Fluor protease fluorescence, 24 h; actives 0.49% (n = 400,000); Potency, µM (series often up to 56.7 µM), actives largely listed as cytotoxic; further: potency means the concentration at half of the fitted maximal effect; nearly all actives have a fitted effect of over 40% in size
# Nrf2 block: Nrf2 qHTS screen for inhibitors; Potency, µM (titrated, usually from 46 µM), without a hit: at the highest dose activity change, negative = inhibition, most hits filed as inhibitors; A549 ARE-Fluc reporter, luciferase luminescence, 18-24 h; actives 2.1% (n = 360,000); further: potency means the concentration at half of the fitted maximal effect; on the % scale 0 is the no-effect control and ±100 the full control effect; nearly all actives have a fitted effect of over 60% in size
#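 Cells were seeded and rested 2 h, then exposed to compounds for 18-24 h. CellTiter-Fluor was read first as a viability measure. BugLite was added 15 min before the final luminescent read of ARE-luciferase activity in A549 cells.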
# TGFb SMAD3 inh: qHTS for Inhibitors of TGF-b | HepG2 CAGA-GFP TGF-b/SMAD3 reporter, GFP fluorescence, 18 h; TGF-beta stimulated, 500 pg/mL final | Potency, µM (doses to about 46.1 µM), for inactives: at the highest dose activity, negative = inhibition, actives largely listed as inhibitors | actives 1.2% (n = 410,000) | AID 588855, 2011; further: potency means the concentration at half of the fitted maximal effect; on the % scale 0 is the no-effect control and ±100 the full control effect; nearly all actives have a fitted effect of over 65% in size
#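 GFP signal (ex488/em500-530) from TGF-beta-stimulated HEPG2 CAGA-GFP cells, 500 pg/mL final, 18 h at 37 degrees C in DMEM plus 1% FBS, normalized to unstimulated and DMSO-stimulated controls.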
# Akt phos inh: HTS Assay for Inhibitors of Akt Phophorylation: Primary Screen | actives 0.32% (n = 360,000) | activity change, % for hits at 50 µM | Neuro2A IGF-stimulated pAkt S473 HTRF, 20 min; active compounds read low; in the data active means activity change below about -80%; inconclusive means mostly about -51% to -80%; further: on the % scale 0 is the no-effect control and ±100 the full control effect
#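 Single-point screen (50 µM final compound) in Neuro2A cells stimulated 20 min with 6 nM IGF at 37 deg C. After lysis, Ser473-phosphorylated Akt read by HTRF (ex 330 nm, em 615/665 nm) as the 665/615 ratio.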
# A549 viability: Nrf2 qHTS screen for inhibitors: counterscreen for cytotoxicity. actives 0.16% (n = 390,000). Potency, µM (titrated, usually from 46 µM), without a hit: top-dose activity change, negative = cytotoxicity, hits mostly inhibitors. A549 ARE-Fluc cells, CellTiter-Fluor viability, 18-24 h. AID 504648, 2011; further: potency means the concentration at half of the fitted maximal effect; on the % scale 0 is the no-effect control and ±100 the full control effect
#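 A549 ARE_Fluc cells in 5% FBS OPTI-MEM were exposed to compounds in concentration-response for 18-24 h at 37 deg C. Viability was read by CellTiter-Fluor fluorescence (Ex 405/Em 525) after 30 min, before the luciferase read.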
# MmCpn inh: Inhibitors of TCP-1 ring complex (TRiC) of Methanococcus maripaludis (MmCpn): qHTS | AID 504842, 2011 | purified Mm-Cpn ATPase, ADP Transcreener TR-FRET | Potency, µM (series often up to 76.9 µM), without a hit: at the highest dose activity, negative = inhibition, actives largely listed as inhibitors | actives 0.031% (n = 330,000); further: potency means the concentration at half of the fitted maximal effect; on the % scale 0 is the no-effect control and ±100 the full control effect; nearly all actives have a fitted effect of over 80% in size
#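 ATPase turnover read by TR-FRET ADP competition (Eu cryptate antibody/ADP-d2, 665/590 nm): 10uM ATP final, 25nM Mm-CPN final, 30 min 37degC after 10-min compound preincubation, pH 7.4 Tris/KCl/MgCl2/DTT buffer.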
# HepG2 tox: qHTS for Inhibitors of TGF-b: Cytotox Counterscreen; HepG2 CAGA-GFP viability, ATP luminescence, 18 h; Potency, µM (doses to about 46.1 µM), inactives show top-dose activity change, negative = cytotoxicity, hits mostly cytotoxic; actives 0.76% (n = 410,000); AID 588856, 2011; further: potency means the concentration at half of the fitted maximal effect; some results filed as inactive show a strong effect at the top dose
#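 HepG2 CAGA-GFP cells (1000/well, DMEM with 1% FBS) received compound, then TGF-beta at 500 pg/mL final, and were incubated 18 hours at 37 degrees C. Viability was read by CellTiter-Glo luminescence. Media-only wells were set as complete cell-killing and DMSO as no toxicity.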
# Nrf2 activator: qHTS of Nrf2 Activators | AREc32 ARE-luciferase reporter (MCF7-derived line), luminescence, 24 h | AID 624171, 2012 | Potency, µM (top dose mostly 46.1 µM), for inactives: at the top dose activation, actives largely listed as activators | actives 0.31% (n = 410,000); further: potency means the concentration at half of the fitted maximal effect; % of control where 0% means no effect; nearly all actives have a fitted effect of over 65% in size
#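 AREc32_Fluc, 1000 cells/well, OPTI-MEM + 5% FBS, o/n 37 deg C 5% CO2; 23 nL cpd by pin tool, 24 hr; Steady-Glo 30 min RT, luminescence.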
# CCT modulator: High-Throughput Screening for Modulators of Cytosolic Chaperonin Activity; purified chaperonin ATPase assay, HTRF ADP detection, 30 min; activity change, % (no concentration beside the values), hits read low; actives 0.3% (n = 360,000); AID 651819, 2012; in the data active means activity change below about -30%; further: on the % scale 0 is the no-effect control and ±100 the full control effect
#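 TRiC at 40 or 20 nM final (batch-dependent) in 30 mM Tris pH 7.4, 100 mM KCl, 5 mM MgCl2, 1 mM DTT, with compound at single 76 uM and 10 uM ATP, 30 min at 37 deg C. ADP detected by HTRF Transcreener, 665/615 ratio.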
# An asterisk follows results filed as active; i = inactive; ? = inconclusive; / = no result given; [ ] = another dose, or the depositor's remark. Unless noted, the call rests on the fitted dose curve; in most records, active means well fitted curve in the direction sought with a large enough effect; inconclusive means small, poorly fitted or top-dose-only effect, or another doubt; inactive means no such curve, though single readings can be large; an effect the other way counts as inactive or inconclusive.
SMILES,S2 tox,Nrf2 block,TGFb SMAD3 inh,Akt phos inh,A549 viability,MmCpn inh,HepG2 tox,Nrf2 activator,CCT modulator
Cc1ccc(N2C(=O)C3C4CC(=O)C(c5ccccc54)C3C2=O)cc1 (stereo unspecified),i,-8%,-7%,i,-10%,-1%,-3%,-0.7%,-2.7
Cc1nc([N+](=O)[O-])cn1CCC#N,i,3%,13%,i,1%,2%,11%,-0.2%,0.1
CN1CC(=O)NC1=NC(=O)c1cc(F)c(F)cc1Cl,i,1%,9%,i,-4%,0%,0%,-0.6%,-3.6
COc1ccc(NC(=O)N(CCC(C)C)C(C)c2ccccn2)c(OC)c1 (stereo unspecified),i,-15%,-26%,i,-7%,-4%,-40%,-0.1%,-1.8
Cc1ccc(CCSc2ccc(F)cc2)cn1,i,-3%,-6%,i,3%,-3%,-36%,-0.1%,-3.6
COc1cccc(-n2c(SCC(=O)Nc3ccc(F)cc3F)nc3c([nH]c4ccccc43)c2=O)c1,/,/,-7%,/,?,/,-21%,9.0%,/
COc1cccc(N(CC(=O)N2CCCCCC2)S(C)(=O)=O)c1,/,18%,-8%,i,-5%,-4%,2%,0.4%,-2.7
COc1ccccc1OCCNC(=O)c1ccc(C)c(S(=O)(=O)N2CCOCC2)c1,i,13%,-12%,i,10%,2%,-36%,4.4%,0.8
Cc1ccc(N(C(C)C(=O)Nc2ccc(S(=O)(=O)N3CCOCC3)cc2)S(C)(=O)=O)cc1 (stereo unspecified),i,-13%,12%,i,12%,-1%,-8%,-0.5%,2.9
Cc1cc(C)cc(N(C(=O)C(F)(F)F)C(C(=O)NC2CCCCC2)c2cccs2)c1 (stereo unspecified),i,8%,1%,i,1%,1%,-1%,0.2%,-2.2
Cc1ccc(CN(C)C(=O)c2ccc(S(=O)(=O)N(C)c3ccccc3)cc2)o1,i,-6%,-3%,i,0%,1%,0%,0.5%,-2.5
O=C(CCCN1C(=O)[C@H]2CC=CC[C@H]2C1=O)NCc1nc(-c2ccccc2)no1,i,7%,6%,i,6%,-1%,0%,0.3%,0.7
Cc1cccc(C(=O)NN/C=C/C(=O)c2ccccc2)c1,i,-8%,?,i,-17%,-3%,4%,3.9%,-0.5
CCOC(=O)C1=CCCN(S(=O)(=O)c2ccc(C)cc2)C1,i,/,-20%,i,/,/,-44%,4.9%,-1.3
CN(Cc1cccnc1)C(=O)c1cc(COc2ccc3c(c2)CCCC3)on1,i,?,?,i,-8%,-2%,-41%,2.6%,0.2
CCNC(=O)CC1C(=O)N(c2ccc(F)cc2)C(=O)N1Cc1cccs1 (stereo unspecified),i,4%,5%,i,0%,1%,-3%,-0.3%,-0.3
Cc1cccc(NC(=O)c2ccc(S(=O)(=O)N3CCCC3)cc2)c1C,?,?,-28%,i,5%,-8%,15%,3.2%,-1.1
CC(=O)c1ccc(-c2ccc(C(=O)N3CCN(c4ccc(F)cc4)CC3)o2)cc1,?,?,?,i,-4%,-7%,-40%,4.7%,-1.8
Cc1ccc2oc3nc(C)c(C(=O)O)cc3c(=O)c2c1,i,?,?,i,-1%,0%,11µM*,-2.1%,1.5
O=C(COc1ccccc1Cl)N1CCN(c2ccc([N+](=O)[O-])c(N3CCOCC3)c2)CC1,i,-9%,?,i,-11%,-1%,-29%,-0.6%,-5.0
O=C(Nc1ccc2c(c1)OCCO2)C(=S)NCc1ccccc1,i,?,-18%,i,3%,0%,29%,3.4%,-1.5
O=C(CN1CCOCC1)Nc1ncc(Cc2ccccc2Cl)s1,?,7%,2%,i,-8%,3%,1%,0.4%,-1.4
COc1ccc(Cl)cc1NC(=O)c1ocnc1C,i,/,19%,i,3%,3%,0%,15%,-4.9
CCc1ccccc1NC(=O)CSc1nc2ccccc2nc1N1CCOCC1,i,-23%,0%,i,4%,-15%,-20%,-1.5%,0.4

# 4 compounds from above, limited to Nrf2 activator, A549 viability and Nrf2 block.
SMILES,Nrf2 activator,A549 viability,Nrf2 block
Cc1ccc2oc3nc(C)c(C(=O)O)cc3c(=O)c2c1,-2.1%,-1%,?
Cc1cccc(NC(=O)c2ccc(S(=O)(=O)N3CCCC3)cc2)c1C,3.2%,5%,?
COc1ccc(Cl)cc1NC(=O)c1ocnc1C,15%,3%,/
CC(=O)c1ccc(-c2ccc(C(=O)N3CCN(c4ccc(F)cc4)CC3)o2)cc1,4.7%,-4%,?

# Additional records
SMILES,S2 tox,Nrf2 block,TGFb SMAD3 inh,Akt phos inh,A549 viability,MmCpn inh,HepG2 tox,Nrf2 activator,CCT modulator
COC(=O)c1ccc2[nH]ccc2c1,i,23%,24%,i,-5%,0%,-5%,0.4%,0.0
CCOC(=O)c1c(C)[nH]c(C)c1S(=O)(=O)NCC(=O)Nc1cccc(SC)c1,i,0%,?,/,-9%,/,-17%,0.5%,/
O=C(CSCc1c(F)cccc1Cl)Nc1ccccc1C(=O)N1CCOCC1,i,5%,-2%,i,4%,8%,27%,0.2%,2.2
NC(=O)NC(CC(=O)NNC(=O)c1cccs1)c1ccc(Cl)cc1 (stereo unspecified),?,15%,3%,i,3%,1%,-2%,-0.4%,-0.8
O=c1c(Cc2ccc(F)cc2)c(O)ccn1CCCN1CCOCC1,i,7%,1%,i,-2%,?,2%,-0.8%,1.5
O=C(c1cc(C2CC2)on1)N1CCOCC1,i,0%,-9%,i,-13%,0%,3%,-0.8%,-1.4
CCOC(=O)[C@H]1[C@H]2COc3ccc(Cl)cc3[C@@H]2N2C(=O)[C@H](C)NC(=O)[C@@]12C,i,-8%,-2%,i,11%,/,-4%,0.4%,-0.5
O=C(O)CC(CNS(=O)(=O)c1ccccc1)c1ccccc1 (stereo unspecified),i,?,-3%,i,3%,-1%,-10%,-0.4%,0.4
O=C(Cc1ccc(S(=O)(=O)N2CCOCC2)s1)Nc1cc(Cl)ccc1Cl,i,-3%,-12%,i,-8%,-11%,-6%,7.4%,-0.1
Cc1ccc(O)c(C(=O)C=Cc2ccccc2)c1,i,1%,0%,i,-7%,/,-94%,?,-0.9
C=CCC(=O)NC1CCCc2c1cnn2-c1cc(F)cc(F)c1 (stereo unspecified),i,-11%,-3%,i,1%,3%,-9%,-0.6%,-0.3
O=S(=O)(c1ccc(Cl)nc1)N1CCCC1,i,2%,2%,i,0%,-3%,0%,-0.1%,1.8
C=CCNC(=O)O/N=C/c1csc([N+](=O)[O-])c1,?,8%,-4%,i,0%,-1%,-36%,25%,-2.7
O=c1c2c3c(sc2n(CCN2CCCC2)c(=O)n1Cc1ccco1)CCCCC3,i,-1%,0%,i,11%,-1%,-14%,5.6%,-0.1
CC(=O)Nc1cccc(NC(=O)c2ccc3[nH]c(C)c(C)c3c2)c1,i,-5%,2%,i,-5%,0%,-3%,4.7%,-0.2
O=C(c1cc(Cl)ccc1[N+](=O)[O-])n1cnc2ccccc21,i,4%,-15%,i,0%,1%,-10%,-0.2%,0.3
CN(C)CC(O)COc1cc2ccccc2cc1C(=O)N1CCCCC1 (stereo unspecified),i,3%,-8%,i,-1%,0%,-3%,-0.8%,-1.8
Cc1ccc2c(c1)C(=O)C(=O)N2Cc1ccc(OC(C)C)cc1,?,2%,10µM*,/,8%,/,-48%,6.2%,/
CC1CC(C)CN(CCCNC(=O)c2ccc3nc(N4CCOCC4)sc3c2)C1 (stereo unspecified),i,11%,5%,i,5%,-1%,12%,1.5%,-0.8
CS(=O)(=O)N1CCc2cc(C(=O)Nc3ccccc3)ccc21,i,11%,-5%,i,6%,-3%,-3%,0.0%,-2.3
O=C(O)/C=C/C(=O)NC1CC1,i,0%,34%[activator],i,0%,-5%,4%,0.2%,0.0
CCN(CC)CCOc1cccc(C(C)C)c1,i,-4%,-2%,i,-1%,0%,6%,-0.7%,-1.1
CN(C)c1ccc(-c2ccnc3c2CC(C)(C(=O)NCc2ccccc2)O3)cc1 (stereo unspecified),?,/,?,i,/,/,-30%,0.9%,-0.3
C#CCSc1ncc(S(=O)(=O)c2ccccc2)c(=O)[nH]1,i,?,-2%,i,-9%,2%,-10%,-0.2%,3.1
O=C(CSc1nncs1)N1c2ccccc2Sc2ccccc21,i,?,?,i,-8%,-2%,-22%,-0.1%,1.2
COc1cc(NC(=O)C2=CC(c3ccc(C)cc3)=NS(=O)(=O)N2C)cc(OC)c1OC,i,?,-17%,i,-2%,-7%,-3%,6.0%,-0.2
CCCCN(CCCC)Cc1cc(=O)oc2ccccc12,i,/,-10%,i,/,/,-2%,-1.1%,0.6
CCOc1ccc(NC(=S)NCC(c2cccnc2)N2CCOCC2)cc1 (stereo unspecified),i,-4%,-5%,i,-4%,-2%,-14%,-0.6%,-1.9
OC[C@@H]1CN(CCN2CCOCC2)C[C@H](n2cnc3c(N4CCOCC4)ncnc32)O1,i,/,1%,i,/,/,-1%,0.2%,-1.1
COc1ccc(-c2[nH][nH]c(=O)c2NC(=O)c2ccccn2)cc1,i,/,4%,i,/,/,0%,2.2%,-0.5
O=c1c(CO)cc(CO)cc(CO)c1O,i,-2%,-5%,i,-5%,-2%,-17%,0.3%,0.4
CCc1ccc(CN2CCC(Oc3cc(C(=O)NC4CC4)ccc3OC)CC2)cc1,?,/,-8%,i,/,/,-20%,0.0%,0.2
